High-throughput results deposited in PubChem by National Center for Advancing Translational Sciences (NCATS).
TrxR1 substrate – qHTS Assay for Substrates of Mammalian Selenoprotein Thioredoxin Reductase 1 (TrxR1): qHTS | Thioredoxin reductase 1, cytoplasmic (Rattus norvegicus), O89049 | purified TrxR1 substrate turnover, NADPH consumption readout | Potency, µM (doses to about 114 µM), inactives show at the top dose activity change, negative = substrate turnover | 390,000 compounds, 0.01% hits | AID 588456, 2011; further: potency means the concentration at half of the fitted maximal effect; on the % scale 0 is the no-effect control and ±100 the full control effect; nearly all actives have a fitted effect of over 50% in size
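Rat TrxR1, dispensed at 90 nM, was prereduced with 400 uM NADPH (final) for 5 min at ~22 deg C, then incubated with compound 15 min before 400 uM selenite. A first-read NADPH fluorescence drop versus no-compound background flagged substrates.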
USP1 inh – Inhibitors of USP1/UAF1: Primary Screen | Ubiquitin carboxyl-terminal hydrolase 1 (Homo sapiens), O94782 | recombinant USP1/UAF1, Ub-Rhodamine cleavage fluorescence | Potency, µM (highest dose often 57.1 µM), for the others: at the highest dose activity change, negative = inhibition, most hits filed as inhibitors | 390,000 compounds, 0.23% hits; further: potency means the concentration at half of the fitted maximal effect; on the % scale 0 is the no-effect control and ±100 the full control effect; nearly all actives have a fitted effect of over 60% in size; inactives centre near -12
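USP1/UAF1 complex (1 nM) preincubated 15 min at room temperature with compound, then Ub-Rho substrate (150 nM final) added. Kinetic fluorescence at 480/540 nm over 6 reads at 60 s intervals; 50 mM HEPES pH 7.8, 0.5 mM EDTA, 0.1 mg/ml BSA, 1 mM TCEP, 0.01% Tween-20.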
D2 antag – HTS Assay for Allosteric Antagonists of the Human D2 Dopamine Receptor: Primary Screen for Antagonists. 340,000 compounds, 2% hits. D(2) dopamine receptor (Homo sapiens), P14416. HEK293 TREx D2 cells, calcium flux, dopamine EC80. AID 485344, 2010. inhibition, % at 10 µM; in the data active means inhibition above about 30%; further: 0% is about no effect
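Cells plated overnight at 30 C with tetracycline; no-wash calcium dye, 30–90 min RT; 10 s baseline; compound pinned; 180 s read; EC80 dopamine added; another 180 s read.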
TRHR ag – qHTS for Small Molecule Agonists and Allosteric Enhancers of Human TRH Receptor: Primary Screen for Agonists. Thyrotropin-releasing hormone receptor (Homo sapiens), P34981. TRHR cells, calcium flux fluo-8, FDSS agonist mode. activation, % at 2 µM. 360,000 compounds, 0.18% hits. AID 493084, 2011; in the data active means activation above about 30%; further: 0% is about no effect
Target sequence (P34981 whole entry, looked up): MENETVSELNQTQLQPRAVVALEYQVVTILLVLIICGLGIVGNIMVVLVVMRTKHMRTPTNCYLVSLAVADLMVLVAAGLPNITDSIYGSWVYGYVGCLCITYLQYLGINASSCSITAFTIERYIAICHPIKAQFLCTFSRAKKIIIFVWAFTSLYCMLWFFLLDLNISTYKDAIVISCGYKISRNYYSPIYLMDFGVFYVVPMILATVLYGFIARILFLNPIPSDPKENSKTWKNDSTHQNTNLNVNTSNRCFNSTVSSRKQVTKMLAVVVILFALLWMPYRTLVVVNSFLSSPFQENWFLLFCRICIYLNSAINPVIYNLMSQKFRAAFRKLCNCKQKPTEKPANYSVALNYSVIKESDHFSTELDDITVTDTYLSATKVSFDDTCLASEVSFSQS
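Read-out: compound-evoked intracellular calcium rise in TRHR cells, fluo-8 dye, kinetic FDSS fluorescence at 1 s/cycle following a 10-cycle baseline. Cells cultured overnight before dye loading (30 min–1.5 h, RT).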
PI4K2A inh – qHTS for small molecular inhibitors of PI4K2A | Phosphatidylinositol 4-kinase type 2-alpha (Homo sapiens), Q9BTU6 | activity change, negative = inhibition, % at 76.9 µM | purified PI4K2A, ADP-Glo luminescence, 1 h; hits give low values | 420,000 compounds, 0.13% hits | AID 1346378, 2018; in the data active means activity change below about -50%; inconclusive means mostly about -30% to -49%;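 further: -100% = wells without enzyme as full effect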
Target sequence (Q9BTU6 whole entry, looked up): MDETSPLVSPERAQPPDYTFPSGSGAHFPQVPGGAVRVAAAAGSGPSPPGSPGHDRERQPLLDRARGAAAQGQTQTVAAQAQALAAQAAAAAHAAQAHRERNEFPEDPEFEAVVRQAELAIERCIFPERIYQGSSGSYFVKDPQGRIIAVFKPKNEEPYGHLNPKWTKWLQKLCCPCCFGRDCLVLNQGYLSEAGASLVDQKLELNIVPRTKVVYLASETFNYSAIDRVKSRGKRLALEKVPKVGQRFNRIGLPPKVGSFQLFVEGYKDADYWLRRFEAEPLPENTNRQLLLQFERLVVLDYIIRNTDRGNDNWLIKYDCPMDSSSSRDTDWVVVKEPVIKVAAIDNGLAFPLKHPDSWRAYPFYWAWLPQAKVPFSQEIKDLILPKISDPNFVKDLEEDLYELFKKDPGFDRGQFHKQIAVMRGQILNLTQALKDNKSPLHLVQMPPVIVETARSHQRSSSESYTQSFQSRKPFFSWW
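Compounds are screened against recombinant PI4K2A using PI as substrate and ATP, the latter dispensed at 300 microM. Reactions run one hour at ambient temperature before ADP-Glo detection; full inhibition defined by wells lacking enzyme.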
TrxR1 inh – qHTS Assay for Inhibitors of Mammalian Selenoprotein Thioredoxin Reductase 1 (TrxR1): qHTS; Thioredoxin reductase 1, cytoplasmic (Rattus norvegicus), O89049; recombinant rTrxR1, NADPH fluorescence consumption, selenite substrate; Potency, µM (series often up to 114 µM), inactives show at the highest dose activity change, negative = inhibition, hits mostly inhibitors; 390,000 compounds, 1% hits; AID 588453, 2011; further: potency means the concentration at half of the fitted maximal effect; on the % scale 0 is the no-effect control and ±100 the full control effect; nearly all actives have a fitted effect of over 65% in size
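Rat TrxR1 (90 nM in the dispensed reagent) was pre-reduced with 400 uM NADPH for 5 min at room temperature, then incubated with compound for 15 min. After 400 uM selenite was added, NADPH fluorescence (Ex 340/Em 450 nm) was followed for 8 min.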
mIDH1 inhibitor – qHTS for Inhibitors of mutant isocitrate dehydrogenase 1 (IDH1): qHTS. Isocitrate dehydrogenase [NADP] cytoplasmic (Homo sapiens), O75874. IDH1-R132H enzyme, NADPH consumption, diaphorase/resazurin fluorescence. Potency, µM (doses to about 76.6 µM), without a hit: at the top dose activity change, negative = inhibition, most hits filed as inhibitors. 390,000 compounds, 0.093% hits; further: potency means the concentration at half of the fitted maximal effect; on the % scale 0 is the no-effect control and ±100 the full control effect; nearly all actives have a fitted effect of over 65% in size
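IDH1-R132H (0.5 ug/mL) preincubated 30 min with compound, then NADPH (0.016 mM) and alpha-KG (2 mM) added; 80 min at RT, pH 7.5. Remaining NADPH coupled via diaphorase/resazurin to fluorescence (540/590 nm); concentration-response curves normalized to no-enzyme control.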
TRHR PAM – qHTS for Small Molecule Agonists and Allosteric Enhancers of Human TRH Receptor: Primary Screen for Enhancers; 360,000 compounds, 0.66% hits; TRHR cells, fluo-8 calcium fluorescence, EC20 TRH enhancement; AID 493056, 2011; enhancement, % at 2 µM; in the data active means enhancement above about 30%; further: 0% is about no effect
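TRHR-expressing cells loaded with fluo-8 calcium dye were read kinetically (ex 480/em 530) during compound addition, then stimulated with an EC20 of TRH (10 nM final). Enhancement of the Gq-mediated intracellular calcium response was scored.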
D2 ag – HTS Assay for Allosteric Agonists of the Human D2 Dopamine Receptor: Primary Screen for Agonists. D(2) dopamine receptor (Homo sapiens), P14416. HEK293 T-REx D2 cells, calcium flux agonist mode. activation, % at 2 µM. 340,000 compounds, 0.53% hits;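 active means activation over 3 SD above normal in the single-dose calcium agonist read, cut at about 30% in these data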; further: 0% is about no effect
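In this primary screen, compounds producing a positive calcium signal within 180 s of addition to tetracycline-induced, force-coupled HEK293 Trex D2 cells are flagged; cells are dye-loaded with a no-wash calcium kit beforehand.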
An asterisk follows results filed as active; ? = inconclusive; / = no result given; [ ] = remark or other dose. Unless noted, the call rests on the fitted dose curve; in most records, active means well fitted inhibition curve with a large enough effect; inconclusive means small, poorly fitted or top-dose-only effect; inactive means no such curve, though single readings can be large or run the other way.

Values run as follows: TrxR1 substrate	D2 ag	TrxR1 inh	mIDH1 inhibitor	D2 antag	USP1 inh	TRHR ag	PI4K2A inh	TRHR PAM
CC(=O)c1ccc(OCc2cc(C(=O)N3CCN4CCCC4C3)no2)cc1 (stereo unspecified)
 : 5%	0.1	11%	3%	-7	-1%	0.5	-3	-12
Nc1c(C(=O)CSc2n[nH]c(-c3ccccc3Br)n2)c(=O)[nH]c(=O)n1C1CC1
 : 4%	0.2	21%	2%	-11	-24%	0.0	-3	-2
CCOC(=O)/C(C#N)=C/Nc1ccsc1C(C)=O
 : 0%[57.1 µM]	-0.9	1%[57.1 µM]	3%	-8	-14%	-0.5	10	-2
COc1ccc(-n2c(=S)[nH]c3cc(C(=O)NCc4ccc(F)cc4)ccc3c2=O)c(OC)c1
 : 8%[57.1 µM]	-0.8	0%[57.1 µM]	2%	-13	-13%	-0.7	-5	-2
CCn1c2c(c(=O)n3ncc(C(=O)Nc4cc(Cl)ccc4OC)c13)CN(Cc1ccc(OC)cc1)CC2
 : 11%[57.1 µM]	-0.9	22%[57.1 µM]	-7%	/	-16%	0.3	-2	3
CN(Cc1nc2ccccc2n1C)S(=O)(=O)c1ccc(F)cc1
 : 7%[57.1 µM]	-0.5	15%	0%	-6	-24%	-0.5	-1	-2
O=C(Cn1nc(Cc2cccnc2)c2ccccc2c1=O)Nc1cccnc1Cl
 : 3%[57.1 µM]	0.4	6%[57.1 µM]	-5%	-25	13%	-2.7	5	0
CCc1[nH]nc2c1C(c1ccc(C)o1)C(C#N)=C(N)O2 (stereo unspecified)
 : 3%[57.1 µM]	0.4	18%[57.1 µM]	7%	64*	-13%	0.7	3	-2
COc1ccc(C(=O)CSc2nnc(CC(=O)Nc3ccccc3OC)n2C)cc1
 : -4%	-0.1	11%[57.1 µM]	5%	-3	-3%	-0.1	2	27
COc1ccccc1N1CCN(C(=O)c2cccc(N3C(=O)NC4CC3(C)Oc3ccccc34)c2)CC1 (stereo unspecified)
 : 4%	/	7%	0%	/	-6%	-1.3	8	4
O=c1nc(-c2ccccc2)cc(-c2ccccc2)[nH]1
 : 35%[activator][57.1 µM]	0.2	14%[57.1 µM]	7%	-7	-10%	-0.2	-1	-3
COc1cccc(NC(=O)CN(C)C(=O)CCSc2ccc(C)cc2)c1
 : -5%	-0.5	20%	-9%	-1	-7%	-0.8	-3	-2
COc1cccc(/C=C2\SC(=O)N(CC(=O)NC3C=CS(=O)(=O)C3)C2=O)c1 (stereo unspecified)
 : 5%	-0.1	35%	-5%	-12	-17%	0.7	-9	11
Cc1oc(-c2ccc(C(=O)Nc3ccc(F)cc3F)cc2)nc1COc1ccccc1
 : -3%	0.8	12%	5%	/	6%	0.6	0	-3
COc1ccc(OC)c(C2NC(=S)NC(C)=C2C(=O)Nc2ccccn2)c1 (stereo unspecified)
 : -5%	-0.7	2%	6%	-4	-18%	0.2	-4	3
O=C(CSc1ncccn1)N/N=C/c1cccc(OC2CSC2)c1
 : -1%	-2.2	24%	0%	36*	-18%	0.1	1	-4
Cc1ccnc(NS(=O)(=O)c2cc([N+](=O)[O-])ccc2C)c1
 : 0%[57.1 µM]	0.4	-4%[57.1 µM]	-7%	2	-17%	0.6	1	0
Cc1ccccc1N/N=C/c1c(C)nc2ccccn12
 : 0%	1.9	-6%	-28%	19	-11%	0.0	-4	-4
COc1ccc(C(=O)N2CCN(C3CCCCC3)CC2)cc1OC
 : 4%	-0.1	38%[activator]	8%	-2	3%	0.2	0	0
O=C(Nc1ccc(S(=O)(=O)Nc2ncccn2)cc1)c1cc(=O)c2ccccc2o1
 : 2%	-0.3	16%	15%	/	0%	0.2	-1	-9
CCCn1c(=O)c2[nH]cnc2n(-c2ccccc2C)c1=O
 : -4%	-1.1	1%[57.1 µM]	2%	4	-22%	0.0	7	-5
CC1(C)Oc2cc(N)c([N+](=O)[O-])cc2O1
 : -17%	-0.1	1%[57.1 µM]	0%	1	-3%	-0.7	0	-11
COc1ccc(CCNC(=O)CSc2ccc(-c3ccncc3)nn2)cc1
 : -4%	-0.2	0%	-7%	-2	-5%	-0.4	0	1
Cc1ccc(C(=O)N2CCN(S(C)(=O)=O)C2)cc1
 : 0%	0.4	-1%	1%	5	-7%	-0.2	-4	-7
Cc1ccc(S(=O)(=O)N2CCOCC2)cc1C(=O)NC1CCSc2ccccc21 (stereo unspecified)
 : 0%	0.5	26%	9%	5	-13%	0.2	2	5
CC1=Nc2cc(C(=O)NCCCN3CCN(C)CC3)ccc2Sc2ccc(C)cc21
 : -2%	0.4	-12%	8%	15	-19%	1.0	-4	1
C=CCn1c(SCC(=O)NCC2CCCO2)nc2sc(CC)cc2c1=O (stereo unspecified)
 : -5%	/	-6%	3%	/	-13%	/	7	/
CN(C)CCNC(=O)CNC(=S)N(Cc1ccccc1)Cc1cccnc1
 : -19%[57.1 µM]	2.5	15%[57.1 µM]	3%	3	-13%	0.8	5	1
Cc1ccc(S(=O)(=O)N2CCCCC2)cc1NC(=O)COC(=O)c1ccccc1F
 : 12%	-7.0	16%	0%	12	-8%	0.2	8	0
CNC(=S)N(CCc1c(C)[nH]c2ccc(C)cc12)Cc1ccco1
 : 1%	-1.5	-4%	3%	8	?	-1.6	-3	2
C=CCn1c(C)cc(C(=O)COc2ncnc3sccc23)c1C
 : 5%	0.4	4%	-1%	-4	-1%	0.0	-1	3
C/C(=N\Nc1nc2ccccc2s1)c1cccs1
 : -1%	0.0	21%	-3%	-6	?	0.1	4	3
Cc1nn(CC(=O)Nc2cccc(Cl)c2)c(=O)c2cc(-c3ccccc3)nn12
 : 3%	1.0	19%	-2%	-10	-14%	0.4	7	-1
CN(Cc1cn(C)nc1-c1ccccc1F)C1CCOC1 (stereo unspecified)
 : -3%[57.1 µM]	0.9	4%[57.1 µM]	0%	2	-1%	0.4	0	-7
Cc1ccc(S(=O)(=O)N(C)C[C@H]2Oc3ccc(NC(=O)C4CCCCC4)cc3C(=O)N([C@H](C)CO)C[C@H]2C)cc1
 : -11%	/	-17%	5%	/	?	/	4	/
Clc1cccc(OCc2nc(-c3ccncc3)no2)c1
 : 7%	-1.5	27%	12%	-1	-10%	-2.5	-6	2
O=C(OCc1nnc(-c2ccccc2)o1)c1cc2ccccc2cc1O
 : -6%	1.0	-10%	5%	-2	-14%	0.0	3	-2
O=C(Nc1ccc(Br)cc1)C1CCCN(S(=O)(=O)c2ccc(Br)s2)C1 (stereo unspecified)
 : -7%	1.2	0%	0%	/	?	2.0	6	-3
CC12CC3CC(C)(C1)CC(Nc1nc(N4CCOCC4)nc4ccccc14)(C3)C2
 : 20%[57.1 µM]	0.8	6%[57.1 µM]	-4%	5	-14%	-0.2	0	6
COC(=O)c1cc(Br)c(=O)n(Cc2cccnc2)c1
 : 4%	0.4	19%	2%	3	-1%	0.3	-1	-7
CCOc1cccc2sc(N(Cc3cccnc3)C(=O)C3CCCCC3)nc12
 : 2%[57.1 µM]	-0.9	8%[57.1 µM]	-13%	/	1%	-0.2	-4	12
Clc1cc2nc(-c3cccnc3Cl)[nH]c2cc1Cl
 : 9%	0.5	21%	0%	5	-12%	0.1	3	-21
CCCCn1c(N)c(N(CCOC)C(=O)COc2ccc(C(C)=O)cc2)c(=O)[nH]c1=O
 : 5%	0.2	8%	5%	2	-9%	0.2	3	-5

Of the compounds above, 3 have bromine:
Values run as follows: TrxR1 substrate	D2 ag	TrxR1 inh	mIDH1 inhibitor	D2 antag	USP1 inh	TRHR ag	PI4K2A inh	TRHR PAM
Nc1c(C(=O)CSc2n[nH]c(-c3ccccc3Br)n2)c(=O)[nH]c(=O)n1C1CC1
 : 4%	0.2	21%	2%	-11	-24%	0.0	-3	-2
O=C(Nc1ccc(Br)cc1)C1CCCN(S(=O)(=O)c2ccc(Br)s2)C1 (stereo unspecified)
 : -7%	1.2	0%	0%	/	?	2.0	6	-3
COC(=O)c1cc(Br)c(=O)n(Cc2cccnc2)c1
 : 4%	0.4	19%	2%	3	-1%	0.3	-1	-7

Compounds as they come; 3.9% or so of the library scored in one or more.
